# High-throughput results from PubChem.
# BLM helicase inh = blocks DNA unwinding by human BLM helicase; P54132; recombinant BLM DNA unwinding, fluorescence dequenching; Potency, µM (doses to about 56.1 µM), inactives show at the top dose activity change, negative = inhibition, usual class: inhibitors; 350,000 compounds, 0.2% hits; AID 2528;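 also: plate controls were vehicle for no effect and no enzyme for full effect; nearly all actives have a fitted effect of over 35% in size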
# BAZ2B block = BAZ2B (human) inhibition. 360,000 compounds, 4.4% hits. Potency, µM (series often up to 114 µM), for inactives: at the highest dose activity change, negative = inhibition, hits mostly inhibitors. AlphaScreen BAZ2B-H3K14Ac peptide displacement. Q9UIF8. AID 504333; also: % is scaled to controls: 0 for no effect and ±100 for the full control effect; nearly all actives have a fitted effect of over 60% in size
#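 Inhibition is scored as reduced AlphaScreen emission. The BAZ2B/b-H3(5-23)K14Ac complex (50 nM each) in PBS pH 7.4, 0.01% Tween-20 meets compound (up to 110 uM) for 30 min at RT before bead addition.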
# GLS inhibitor = inhibitors of human glutaminase (GLS); GLS enzymatic activity, qHTS titration; Potency, µM (doses to about 45.5 µM), inactives show at the highest dose activity change, negative = inhibition, hits mostly inhibitors; 410,000 compounds, 0.21% hits; AID 624170; also: % is scaled to controls: 0 for no effect and ±100 for the full control effect
#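 Read-out is an Amplex red fluorescence increase coupled through glutamate oxidase and HRP, measured before and after 30 min room-temperature incubation. hKGA is in 45 mM KH2PO4 (pH 8.2) with 0.02% Tween-20; glutamine added as 1mM solution.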
# G9a block = G9a (human) methyltransferase inhibition. G9a H3K9 monomethylation, AlphaScreen, 2 h. Potency, µM (series often up to 102 µM), for inactives: at the top dose activity, negative = inhibition, usual class: inhibitors. 350,000 compounds, 8.8% hits; also: % is scaled to controls: 0 for no effect and ±100 for the full control effect; nearly all actives have a fitted effect of over 75% in size
# Target sequence (Q96KQ7 913-1193 limits assumed): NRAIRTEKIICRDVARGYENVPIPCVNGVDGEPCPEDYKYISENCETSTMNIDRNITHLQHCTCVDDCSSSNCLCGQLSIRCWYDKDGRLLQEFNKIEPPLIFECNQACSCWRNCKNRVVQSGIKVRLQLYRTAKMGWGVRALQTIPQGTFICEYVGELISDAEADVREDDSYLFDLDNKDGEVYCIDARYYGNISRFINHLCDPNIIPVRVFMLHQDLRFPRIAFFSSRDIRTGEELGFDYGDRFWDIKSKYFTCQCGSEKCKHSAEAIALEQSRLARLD
#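 Enzyme 20 nM + cpd, 15 min RT; add b-H3K9 pep 500 nM / SAM 20 uM; 2 h RT; anti-H3K9me1 Ab 0.5 ug/mL + SA donor / anti-rabbit acceptor beads 20 ug/mL each, 10 min; AlphaScreen read.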
# Pin1 inhibitor = blocks the human prolyl isomerase Pin1; Q13526; Pin1 FP peptide displacement, HiFluor488, 10 min; Potency, µM (series often up to 115 µM), for the others: at the highest dose activity, negative = inhibition, actives largely listed as inhibitors; 390,000 compounds, 0.009% hits; AID 504891; active = well fitted inhibition curve with a large enough effect in the polarisation, with a control signal flat, not every such curve was filed as active; inconclusive = small, poorly fitted or top-dose-only effect, or effect the other way, or a change in a side signal; inactive = no such curve, though single readings can be large or run the other way; the % refers to the polarisation; also: % is scaled to controls: 0 for no effect and ±100 for the full control effect
# Target sequence (Q13526 whole entry, looked up): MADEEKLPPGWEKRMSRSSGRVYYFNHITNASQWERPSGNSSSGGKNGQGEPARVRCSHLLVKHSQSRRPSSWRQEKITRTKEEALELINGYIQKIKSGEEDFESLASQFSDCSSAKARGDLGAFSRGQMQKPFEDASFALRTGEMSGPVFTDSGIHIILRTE
# JMJD2A Tudor = JMJD2A Tudor domain (human) inhibition; Potency, µM (titrated, usually from 114 µM), without a hit: at the top dose activity change, negative = inhibition, hits mostly inhibitors; AID 504339; AlphaScreen JMJD2A-Tudor / H3K4me3 peptide binding; 390,000 compounds, 4.4% hits; also: % is scaled to controls: 0 for no effect and ±100 for the full control effect; nearly all actives have a fitted effect of over 50% in size
# Pol iota inh = inhibitors of human DNA polymerase iota | AID 588590 | Q9UNA4 | Potency, µM (titrated, usually from 115 µM), without a hit: at the highest dose activity, negative = inhibition, most hits filed as inhibitors | Pol iota fluorescent replication assay, 10 min | 390,000 compounds, 1% hits
#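 Fluorescent replication assay read twice, at 0 min and 10 min after adding 50 nM (final) substrate. Enzyme (10 nM) and compounds were first incubated 15 min at room temperature; enzyme-free buffer wells were negative controls.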
# Tb PGK inh = T. brucei PGK inhibition. PGK/GAPDH coupled, Kinase-Glo luminescence, 60 min. 380,000 compounds, 0.043% hits. P07378. Potency, µM (doses to about 57.5 µM), inactives show top-dose activity change, negative = inhibition, usual class: inhibitors; also: % is scaled to controls: 0 for no effect and ±100 for the full control effect; nearly all actives have a fitted effect of over 60% in size
#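 Recombinant glycosomal PGK reaction used 1,3-bisphosphoglycerate generated in-well by GAPDH (100nM final) in 100mM TEA pH 7.6, 5mM MgCl2, 0.01% Tween-20. After 60 minutes at room temperature, ATP was read by Kinase-Glo Plus luminescence end-point.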
# HP1b binding inh = inhibitors of HP1-beta chromodomain binding to methylated histone tails | P83916 | AlphaScreen HP1-beta / biotin-H3K9me3 peptide binding | Potency, µM (highest dose often 114 µM), for inactives: at the highest dose activity change, negative = inhibition, actives largely listed as inhibitors | 390,000 compounds, 0.56% hits; also: nearly all actives have a fitted effect of over 70% in size; inactives centre near 23
# Target sequence (P83916 whole entry, looked up): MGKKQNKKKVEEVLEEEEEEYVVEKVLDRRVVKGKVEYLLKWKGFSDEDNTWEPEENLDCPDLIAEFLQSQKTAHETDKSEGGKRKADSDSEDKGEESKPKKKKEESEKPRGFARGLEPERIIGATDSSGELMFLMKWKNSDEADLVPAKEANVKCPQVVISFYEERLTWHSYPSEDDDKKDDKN
#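 Compound inhibition of the preformed complex between 50 nM HP1-beta and 50 nM biotinylated H3K9me3 peptide was read by AlphaScreen. Buffer was PBS pH 7.4 with 0.01% Tween-20. Incubations ran 30 min at room temperature, with 10 ug/mL donor/acceptor beads.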
# Starred values were filed as active, the others as inactive; i = inactive; ? = inconclusive; nt = not tested or not shown; & = joins results of further samples; [ ] = another dose, or the depositor's remark. Unless noted, calls follow the shape of the dose curve; as a rule, active = well fitted curve in the direction sought with a large enough effect; inconclusive = small, poorly fitted or top-dose-only effect, or another doubt; inactive = no such curve, though single readings can be large; an effect the other way counts as inactive or inconclusive. Potency is read from the fitted curve at half-maximal effect. Some of the compounds tested; rates above refer to the full screens.
SMILES,BLM helicase inh,BAZ2B block,GLS inhibitor,G9a block,Pin1 inhibitor,JMJD2A Tudor,Pol iota inh,Tb PGK inh,HP1b binding inh
Cc1nn(Cc2ccc(Cl)cc2Cl)c(C)c1NC(=O)c1ccc(COc2cc(Cl)ccc2Cl)o1,-8%,7%,-10%,nt,10%,-10%,-1%,1%,58%[activator]
CC(C)OCCCNC(=O)CCc1nc(-c2ccccc2)no1,2%,11%,1%,13%,?,5%,12%,0%,40%[activator]
CC(C)NC(=O)c1cnc2sc(N3CCCCCC3)nn2c1=O,-5%,-11%,1%,10%[59 µM],0%,-2%,46%[activator],-1%,1%
CC(=O)N1c2ccc(S(=O)(=O)N3CCC(C(=O)NCc4ccc(C)cc4)CC3)cc2CC1C (stereo unspecified),-1%,4%,2%,nt,1%,-10%,26%,5%,33%
COc1ccc(Nc2nc(N)nc(CSC(=S)N3CCN(C)CC3)n2)cc1,2%,?,0%,nt,1%,-12%,20%,4%,24%
CCCCOc1cccc(C(=O)NC(=S)Nc2ccc(Cl)c(C(=O)O)c2)c1,-5%,?,-1%,11µM*,-7%,-12%,14%,-5%,-8%
O=C(N/N=C/c1cn(-c2ccccc2)nc1-c1ccc(F)cc1)c1ccc(Br)o1,-4%,-24%,-1%,14%[59 µM],9%,1%,-6%,-8%,45%[activator]
CCOc1ccc(-c2nc(CSCC(=O)NCCCN3CCCC3=O)c(C)o2)cc1,0%,-7%,-3%,9%[59 µM],-1%,-2%,12%,i,25%
Cc1nn(C)cc1/C=C/C(=O)c1ccccc1,0%,6%,0%,-24%[12.7 µM],6%,-3%,?,-7%,6%
CCOc1ncccc1C(=O)OCC(=O)Nc1cc(S(=O)(=O)N2CCCCC2)ccc1Cl,nt,nt,-6%,nt,1%,-3%,-4%,-2%,34%
O=C(NCc1ccco1)c1nnc(Cc2ccc(Cl)cc2)o1,1%,-5%,-6%,0%,-4%,-17%,-9%,-10%,23%
C#Cc1cccc(NC(=O)c2ccc3c(c2)C(=O)N(Cc2cccnc2)C3=O)c1,-4%,-3%,-4%,nt,4%,-12%,4%,-4%,32%
Cc1nnc(NN2CCOCC2)[nH]c1=O,-2%,3%,-14%,-18%,-3%,-11%,29%,8%,20%
O=C1CC(C(=O)Nc2ccccc2)N=C(N2CCOCC2)N1 (stereo unspecified),-1%,-1%,-2%,4%[59 µM],2%,-6%,12%,i,33%
COCc1cc(C)nc(SCC(=O)NC2CCCCC2C)c1C#N (stereo unspecified),-8%,-4%,3%,6%,-5%,-9%,25%,-6%,27%
Cc1ccc(S(=O)(=O)N2CCN(C(=O)c3cc(=O)[nH]c4ccccc34)CC2)c(C)c1,1%,3%,7%,-35%[12.7 µM],?,-17%,10%,-6%,12%
CC1CCCCN1C(=O)N[C@@H](Cc1ccccc1)C(=O)O (stereo partly specified),0%,-4%,-2%,-8%,-10%,-13%,4%[58.9 µM],i,24%
Cc1ccc2c(c1)N(C(=O)NC1CCCCC1)C(C)(C)CC2C (stereo unspecified),-2%,-3%,6%,-36%[59 µM],8%,-18%,-2%,2%[11.5 µM],9%
O=C(N1CCOCC1)N1CCN(S(=O)(=O)N2CCCCC2)CC1,1%,-4%,10%,-2%[59 µM],-8%,-15%,10%,i,14%
Cc1cc(C(=O)NC2CCCc3c2cnn3-c2cc(F)cc(F)c2)nn1C (stereo unspecified),0%,0%,-12%,60%[activator],2%,-7%,15%,i,25%
O=C(Cn1ccc2cc(S(=O)(=O)N3CCCCC3)ccc21)NCCc1ccccc1Cl,-8%,-20%,3%,7%[59 µM],24%,-23%,20%,i,15%
COC(=O)C1CCN(C(=O)CN(C)Cc2ccc(C(C)(C)C)cc2)CC1,-4%,-16%,3%,?,9%,-2%,56%[activator],1%,21%
Cc1c(/C=N/NC(=O)c2cc(=O)[nH]c(=O)[nH]2)c2ccccn2c1C(=O)c1ccccc1,-1%,-1%,6%,81%[activator][12.7 µM],-3%,-12%,10%,-6%,22%
COc1ccc(C(=O)N/C(=C/c2ccco2)C(=O)NC2CCS(=O)(=O)C2)cc1 (stereo unspecified),-4%,-22%,-9%,?,2%,5%,75%[activator],4%,51%[activator]
O=C(/C=C/N1CCOCC1)c1ccc(-c2ccccc2)cc1,-12%,-36%,2%,-23%[12.7 µM],14%,-34%,?,nt,-1%

# The listing continues.
SMILES,BLM helicase inh,BAZ2B block,GLS inhibitor,G9a block,Pin1 inhibitor,JMJD2A Tudor,Pol iota inh,Tb PGK inh,HP1b binding inh
COc1ccc(/C=N/n2c(N)c(S(=O)(=O)c3cccs3)c3nc4ccccc4nc32)cc1OC,-3%,2%,nt,3%,0%,5%,14%,i,34%[activator]
CC(C)Sc1n[nH]c(=O)n1-c1cccc(C(F)(F)F)c1,-4%,2%,-5%,nt,1%,-10%,6%,-8%,33%
COc1ccc(N(C(C)C(=O)NN=C2CCCCCCC2)S(C)(=O)=O)cc1 (stereo unspecified),-13%,4%,3%,4%,2%,-31%,-24%,-4%,13%
OCC1(CO)COC2(CCCC2)N1,0%&-3%,4%&3%,-13%,-5%&-25%[12.7 µM],-5%,16µM*,5%,-4%,-6%
CCN1C(=O)C2(C(C(=O)c3ccc(C)o3)=C(O)C(=O)N2CCCN(C)C)c2ccccc21 (stereo unspecified),-2%,-7%,-10%,-9%[59 µM],-2%,-9%,?,-2%,20%
CCCCn1c(N)c(N(CCOC)C(=O)c2oc3ccc(OC)cc3c2C)c(=O)[nH]c1=O,0%,-6%,5%,?,2%,-16%,-2%,-2%,4%
CCn1nnc2cc(C(=O)Nc3ccc(Cl)cc3C)ccc21,-3%,-1%,5%,-19%[59 µM],10%,-5%,-2%,4%,23%
Cn1nc(C(=O)NC(C)(C)C)c2ccccc21,-4%,10%,7%,17%[59 µM],1%,-4%,14%,-5%,19%
CC1(C)NC(=O)N(CCC(=O)Nc2cc(C(F)(F)F)ccc2Cl)C1=O,nt,nt,6%,nt,-1%,-4%,-25%,-3%,20%
CN(CCOc1ccccc1)C(=O)c1ccc(N2CCCC2)c([N+](=O)[O-])c1,-3%,?,7%,50µM*,0%,?,-11%,-8%,?
Cc1ccc2c(c1)nnn2C1CCN(S(=O)(=O)c2ccc(C(=O)N3CC(C)CC(C)C3)cc2)CC1 (stereo unspecified),-3%,-7%,-3%,-26%[12.7 µM],5%,-11%,16%,-3%,41%
CCCNc1nc2c(c(=O)[nH]c(=O)n2C)n1CCC(C)C,1%,0%,-4%,2%,-7%,-1%,-7%,-4%,31%

# 13 entries from above, with two lines to a compound:
# The line under a structure holds: BLM helicase inh	BAZ2B block	GLS inhibitor	G9a block	Pin1 inhibitor	JMJD2A Tudor	Pol iota inh	Tb PGK inh	HP1b binding inh
- O=C(/C=C/N1CCOCC1)c1ccc(-c2ccccc2)cc1
    -12%	-36%	2%	-23%[12.7 µM]	14%	-34%	?	nt	-1%
- COc1ccc(/C=N/n2c(N)c(S(=O)(=O)c3cccs3)c3nc4ccccc4nc32)cc1OC
    -3%	2%	nt	3%	0%	5%	14%	i	34%[activator]
- CC(C)Sc1n[nH]c(=O)n1-c1cccc(C(F)(F)F)c1
    -4%	2%	-5%	nt	1%	-10%	6%	-8%	33%
- COc1ccc(N(C(C)C(=O)NN=C2CCCCCCC2)S(C)(=O)=O)cc1 (stereo unspecified)
    -13%	4%	3%	4%	2%	-31%	-24%	-4%	13%
- OCC1(CO)COC2(CCCC2)N1
    0%&-3%	4%&3%	-13%	-5%&-25%[12.7 µM]	-5%	16µM*	5%	-4%	-6%
- CCN1C(=O)C2(C(C(=O)c3ccc(C)o3)=C(O)C(=O)N2CCCN(C)C)c2ccccc21 (stereo unspecified)
    -2%	-7%	-10%	-9%[59 µM]	-2%	-9%	?	-2%	20%
- CCCCn1c(N)c(N(CCOC)C(=O)c2oc3ccc(OC)cc3c2C)c(=O)[nH]c1=O
    0%	-6%	5%	?	2%	-16%	-2%	-2%	4%
- CCn1nnc2cc(C(=O)Nc3ccc(Cl)cc3C)ccc21
    -3%	-1%	5%	-19%[59 µM]	10%	-5%	-2%	4%	23%
- Cn1nc(C(=O)NC(C)(C)C)c2ccccc21
    -4%	10%	7%	17%[59 µM]	1%	-4%	14%	-5%	19%
- CC1(C)NC(=O)N(CCC(=O)Nc2cc(C(F)(F)F)ccc2Cl)C1=O
    nt	nt	6%	nt	-1%	-4%	-25%	-3%	20%
- CN(CCOc1ccccc1)C(=O)c1ccc(N2CCCC2)c([N+](=O)[O-])c1
    -3%	?	7%	50µM*	0%	?	-11%	-8%	?
- Cc1ccc2c(c1)nnn2C1CCN(S(=O)(=O)c2ccc(C(=O)N3CC(C)CC(C)C3)cc2)CC1 (stereo unspecified)
    -3%	-7%	-3%	-26%[12.7 µM]	5%	-11%	16%	-3%	41%
- CCCNc1nc2c(c(=O)[nH]c(=O)n2C)n1CCC(C)C
    1%	0%	-4%	2%	-7%	-1%	-7%	-4%	31%
